Compound activity: PubChem, National Center for Advancing Translational Sciences (NCATS)
CBFb-RUNX1 inh: inhibitors of human CBF-beta and RUNX1 interaction | AID 1477 | Potency, µM (titrated, usually from 59.8 µM), inactives show top-dose activity, negative = inhibition, actives largely listed as inhibitors | AlphaScreen CBFb-His/RUNX1-biotin binding, biochemical | Q01196+Q13951 | 230,000 tested, under 10 active; also: % of control where 0% means no effect
Target sequence (Q01196 whole entry, looked up): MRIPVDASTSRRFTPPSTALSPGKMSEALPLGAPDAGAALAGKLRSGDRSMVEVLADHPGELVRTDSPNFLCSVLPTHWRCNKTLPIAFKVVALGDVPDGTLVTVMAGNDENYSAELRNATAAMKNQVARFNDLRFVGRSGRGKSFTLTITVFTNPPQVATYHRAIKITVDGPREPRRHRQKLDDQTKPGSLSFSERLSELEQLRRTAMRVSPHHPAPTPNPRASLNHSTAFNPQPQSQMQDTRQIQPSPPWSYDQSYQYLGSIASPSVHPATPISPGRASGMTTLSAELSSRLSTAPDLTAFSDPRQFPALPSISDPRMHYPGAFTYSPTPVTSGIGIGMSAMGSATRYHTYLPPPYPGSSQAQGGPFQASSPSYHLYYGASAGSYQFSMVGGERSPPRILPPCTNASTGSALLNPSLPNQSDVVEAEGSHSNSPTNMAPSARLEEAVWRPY
Target sequence (Q13951 whole entry, looked up): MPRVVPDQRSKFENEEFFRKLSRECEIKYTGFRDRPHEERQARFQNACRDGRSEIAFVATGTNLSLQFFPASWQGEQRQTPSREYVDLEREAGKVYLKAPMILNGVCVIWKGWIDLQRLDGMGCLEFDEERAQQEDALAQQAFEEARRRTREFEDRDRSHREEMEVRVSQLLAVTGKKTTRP
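Interaction loss through any mechanism counts as activity. Pre-formed complex of His-CBF-beta and biotin-RUNX1 (30 nM apiece) is incubated with compound 15 min, then with 50 ng nickel and 50 ng streptavidin beads for 90 min before AlphaScreen detection.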
SMN2 splice up: enhancers of SMN2 splice variant expression. Potency, µM (doses to about 46.1 µM), inactives show top-dose activity change, positive = activation, actives largely listed as activators. HEK293 SMN2-luciferase splicing reporter, luminescence, 30-36 h. actives 2.8% (n = 210,000); also: potency is read from the fitted curve at half-maximal effect; % of control where 0% means no effect; nearly all actives have a fitted effect of over 55% in size
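qHTS luciferase splicing reporter: luminescence rises when SMN2 exon 7 is included in transfected HEK293 cells. Compound exposure lasted 30-36 h at 37C, with 4.5 mM final sodium butyrate as control, followed by a ONE-Glo read.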
HTT cytoprotect: protects HTT-Q103 PC12 cells, measured by ATP; Potency, µM (titrated, usually from 56.4 µM), inactives show cytoprotection (ATP increase), usual class: activators; actives 0.14% (n = 230,000); PC12 HTT-Q103 induced, cytoprotection, ATP luminescence, 40 h; AID 1471;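 also: potency is read from the fitted curve at half-maximal effect; % of control where 0% means no effect; nearly all actives have a fitted effect of over 45% in size; toxic huntingtin expression switched on by the ecdysone agonist tebufenozide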
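Huntington model: PC12 line, ecdysone-inducible HTTQ103 exon1–GFP, tebufenozide 100 nM. Test articles in a dose series. Endpoint luminescence from cellular ATP.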
HttQ103 aggreg: inhibitors of mutant huntingtin aggregate formation in PC12 cells | Potency, µM (doses to about 46.1 µM), without a hit: at the highest dose activity change, negative = inhibition, actives largely listed as inhibitors | PC12 HttQ103-GFP aggregates, Acumen cytometry, 40 h | AID 1688 | actives 1.1% (n = 220,000); also: potency is read from the fitted curve at half-maximal effect; % is scaled to controls: 0 for no effect and ±100 for the full control effect; nearly all actives have a fitted effect of over 60% in size
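Multiplexed with ATP-based cell death, this channel scores GFP aggregates in PC12 cells expressing inducible HTTex1-Q103-GFP. Induction used 100 nM tebufenozide; compounds were tested in concentration series.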
KinaseGlo FLuc: blocks Kinase-Glo luciferase, a counter-screen artifact | Q27757 | Kinase-Glo luciferase, ATP luminescence, 8 min | Potency, µM (top dose mostly 38.3 µM), for inactives: top-dose activity change, negative = inhibition, usual class: inhibitors | actives 0.28% (n = 200,000); also: potency is read from the fitted curve at half-maximal effect; % is scaled to controls: 0 for no effect and ±100 for the full control effect; nearly all actives have a fitted effect of over 60% in size
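Inhibition of Kinase-Glo luciferase light generation was assessed at 10 uM ATP in pH 7.2 imidazole buffer, with luminescence measured after eight minutes at ambient temperature.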
IMPase Li inh: cell-permeable IMPase inhibitors with lithium potentiation. CHO-M1 cells, IP1 TR-FRET (IP-One), carbachol + lithium. actives 0.35% (n = 210,000). Potency, µM (series often up to 59.4 µM), for inactives: top-dose activity, negative = IMPase inhibition, usual class: inhibitors;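 also: IP1 builds up when IMPase is blocked and the TR-FRET signal falls; potency is read from the fitted curve at half-maximal effect; plate controls were basal vehicle for no effect and high inhibitor control for full effect; nearly all actives have a fitted effect of over 50% in size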
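IP1 accumulation measured by competitive TR-FRET in lysed CHO-M1 cells after 30 min compound exposure at 37C, with a small lithium addition to potentiate weak responses. Hill-equation AC50 from ratio and donor-channel data.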
Lamin A splicing: modulators of lamin A splicing. HeLa LMNA splicing GFP/RFP minigene ratio, 48 h. Potency, µM (series often up to 46.1 µM), for the others: at the top dose ratio change, negative = inhibition, hits mostly inhibitors. actives 0.01% (n = 200,000). AID 1487; active = well fitted inhibition curve with a large enough effect in the signal ratio, with a control signal flat, not every such curve was filed as active; inconclusive = small, poorly fitted or top-dose-only effect, or effect the other way, or a change in a side signal; the % refers to the signal ratio; also: potency is read from the fitted curve at half-maximal effect; % is scaled to controls: 0 for no effect and ±100 for the full control effect
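S3 HeLa cells stably expressing lamin A-EGFP splicing minigene plus DsRed2, 600 cells/well, 48 h compound exposure at 37C. Laser-scanning cytometry; analysed as GFP (500-530 nm)/RFP (575-640 nm) total intensity ratio; 0.5% DMSO vehicle.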
The depositor's hits bear a star; ? = inconclusive; nt = no result given; [ ] = remark or other dose. Unless noted, calls follow the shape of the dose curve; as a rule, active = well fitted curve in the direction sought with a large enough effect; inconclusive = small, poorly fitted or top-dose-only effect, or another doubt; inactive = no such curve, though single readings can be large; an effect the other way counts as inactive or inconclusive.

SMILES	CBFb-RUNX1 inh	SMN2 splice up	HTT cytoprotect	HttQ103 aggreg	KinaseGlo FLuc	IMPase Li inh	Lamin A splicing
COc1ccc(-c2cc(C(=O)NC3=NCCS3)c3ccccc3n2)cc1OC	0%	5%	-78%[inhibitor]	?	-1%	13%	?
COC(=O)c1sccc1NC(=O)C1CC(C)=C(C)CC1C(=O)O (centres undefined)	29%	nt	16%[10 µM]	5%[9.22 µM]	nt	nt	nt
O=C(O)CC/C(=N\NC(=O)CNC(=O)c1cccc(Cl)c1)c1ccccc1	3%	9%	nt	16%	-1%	-9%	nt
COc1ccc(N2C(=O)C3CCCN3C2c2ccccc2)cc1Cl (centres undefined)	1%	22%	1%	15%	-1%	-2%[38.3 µM]	14%
COc1cc2cc(CN(Cc3nnnn3Cc3ccco3)C3CCCCC3)c(=O)[nH]c2cc1OC	?	-14%	-7%	3%	-6%	2%[38.3 µM]	6%
O=C(Nc1cc(S(=O)(=O)N2CCOCC2)ccc1N1CCCC1)C1COc2ccccc2O1 (centres undefined)	-3%	nt	-1%[10 µM]	18%[9.22 µM]	nt	nt	nt
COc1cccc(C=Nc2ccccc2C#N)c1O	13%	?	nt	7%	?	0%	13%
C/C(=N\NC(=O)c1ccc([N+](=O)[O-])cc1)c1cccc([N+](=O)[O-])c1	7%	-2%	nt	18%	-2%	5%	nt
CC1CCCN(C(=O)Cn2c(=O)oc3ccccc32)C1 (centres undefined)	-1%	-6%	14%[10 µM]	10%	0%	7%[38.3 µM]	0%
COC(=O)c1ccccc1NC(=O)N1CCN(S(=O)(=O)c2ccc(Cl)cc2)CC1	3%	?	5%	-20%	-1%	31%[activator][38.3 µM]	9%
CCc1ccc(CNCc2cccs2)cc1	6%	0%	nt	nt	0%	6%	3%[46 µM]
CCC(=O)N1C2=C(c3ccccc3[C@@H]1CC(=O)Nc1ccc3ccccc3c1)[C@@H]1C(=O)N(c3ccccc3)C(=O)[C@@H]1[C@H](C)C2	-1%[13.1 µM]	-2%[9.22 µM]	-72%[inhibitor][10 µM]	nt	-4%[7.66 µM]	3%	?
CC1(C)C(=O)Nc2ccccc2N1C(=O)COC(=O)CCSc1ccccc1	-1%	14%	6%	?	-2%	24%[38.3 µM]	12%
C=CCSc1nc2ccccc2c(=O)[nH]1	0%	12%	19%	15%	0%	-13%[38.3 µM]	3%
CCCN1C(=O)C(NC(=O)c2ccncc2)(C(F)(F)F)C2=C1CC(C)(C)CC2=O (centres undefined)	3%	1%	-9%[0.074 µM]	-6%[9.22 µM]	7%	-11%[38.3 µM]	8%
COc1ccc2c(c1)c(C(=O)CN1CCN(C(=O)c3ccco3)CC1)c(C)n2C	-3%	5%	-29%	1%[9.22 µM]	2%	-16%[38.3 µM]	?
O=c1[nH]nc(-c2ccccc2)c2ccccc12	3%	nt	12%[10 µM]	-19%[9.22 µM]	nt	nt	nt
S=C(Nc1ccccc1)Nc1ccc2cn[nH]c2c1	-11%	nt	-4%[10 µM]	-14%[9.22 µM]	nt	nt	nt
O=C(On1c(-c2ccccc2)nc2ccccc2c1=O)c1ccco1	0%	-15%	-23%	-9%	-3%	2%[38.3 µM]	10%
CCC(=O)Nc1cc(C(=O)O)ccc1S(=O)(=O)c1ccc(C)cc1	-22%	-11%	nt	12%	2%	-2%	0%

Given in CSV form: entries from further up.
mol,CBFb-RUNX1 inh,SMN2 splice up,HTT cytoprotect,HttQ103 aggreg,KinaseGlo FLuc,IMPase Li inh,Lamin A splicing
COc1ccc(-c2cc(C(=O)NC3=NCCS3)c3ccccc3n2)cc1OC,0%,5%,-78%[inhibitor],?,-1%,13%,?
COC(=O)c1ccccc1NC(=O)N1CCN(S(=O)(=O)c2ccc(Cl)cc2)CC1,3%,?,5%,-20%,-1%,31%[activator][38.3 µM],9%

The list goes on:
SMILES	CBFb-RUNX1 inh	SMN2 splice up	HTT cytoprotect	HttQ103 aggreg	KinaseGlo FLuc	IMPase Li inh	Lamin A splicing
CCc1ccc(NC(=O)COC(=O)/C=C/c2c(C)nn(C3CCS(=O)(=O)C3)c2Cl)cc1 (centres undefined)	2%	-22%	-3%	19%	4%	-3%	6%[46 µM]
CS(=O)(=O)N(CCc1ccccc1)CC(=O)N1CCN(Cc2ccc3c(c2)OCO3)CC1	-5%	-35%[inhibitor]	-11%	?	2%	-3%[38.3 µM]	?
COCCn1c(=O)c(-c2ccc(F)cc2)nc2cncnc21	nt	-4%	2%	nt	-3%	-8%	nt
CN1/C(=C\C=N\NC(=O)c2ccccc2Br)C(C)(C)c2ccccc21	5%	nt	-1%[10 µM]	11µM*	-3%	16%	?
C=CC[N+](C)(C)CCCNC(=O)/C=N/O	?	-6%	nt	33%	-5%	-1%	19%
O=C(COC(=O)/C=C/c1ccccc1Cl)NCc1ccccc1	8%	3%	6%[10 µM]	-4%	-1%	0%	-8%
CCCCC1CC(CSc2ncn[nH]2)OC1=O (centres undefined)	2%	-5%	-9%	-3%	-4%	-7%[38.3 µM]	10%
NS(=O)(=O)c1ccc(NC(=S)Nc2ccc(F)c(F)c2)cc1	10%	-1%	?	20%	-1%	-3%	?
C/C(CCC1CC(C)OC1=O)=N/Nc1nc(-c2ccccc2)cs1 (centres undefined)	-17%	-45%[inhibitor]	-24%[10 µM]	?	-1%	6%	-4%
Cc1cccc(-n2ncc3c(N4CCC(C)CC4)ncnc32)c1	18%	2.5µM*	-54%[inhibitor]	-16%	11%	13%[38.3 µM]	-11%
CN(C)C(C(=O)NC1CCCCC1)c1ccc(Cl)cc1 (centres undefined)	-1%	6%	20%	13%	0%	24%[38.3 µM]	-7%
O=C(OCCNc1ncc(C(F)(F)F)cc1Cl)c1ccc(S(=O)(=O)N2CCOCC2)cc1	7%	12%	0%	7%	-1%	3%[38.3 µM]	9%
Cc1ccc(/C=C(\NC(=O)c2ccc(C)cc2)C(=O)NCCCn2ccnc2)cc1	2%	4%	5%[10 µM]	13%	3%	16%	-10%[46 µM]
COc1cccc(-n2c(COc3ccc(C)cc3)nnc2SCC(=O)O)c1	10%	3%	-11%[10 µM]	11%	0%	-8%[38.3 µM]	3%
COC(=O)CCC(=O)c1oc2ccccc2c1NC(=O)CCCN1C(=O)c2ccccc2C1=O	-9%	-19%	5%	4%	-2%	-9%[38.3 µM]	1%
CCN(CC)S(=O)(=O)c1ccc2c(c1)c(=O)c(C(=O)N1CCOCC1)cn2C	3%	20%	22%	2%	1%	18%[38.3 µM]	6%
CC(C)(C)NC(=O)c1ccc2c(c1)C(=O)N(C1CCCCC1)C2=O	16%	22%	-6%	-8%	4%	-7%	-8%
Cc1ccc2nc(NC(=O)c3ccc4c(c3)OCO4)sc2c1	-4%	11µM*	-46%[inhibitor]	13%	-4%	1%[38.3 µM]	15%[0.0737 µM]
CCOC(=O)CN(C(=O)CSc1nnc(C)n1-c1ccccc1)c1cccc([N+](=O)[O-])c1	3%	9%	0%	-4%	19%	7%[38.3 µM]	5%
CCOC(=O)c1c(CSC(=N)N)n(-c2ccc(Br)cc2)c2cc(Br)c(OC(C)=O)cc12	13%	-110%[inhibitor]	nt	-21%	0%	16%	?

Sorted by value in CBFb-RUNX1 inh (lowest first): some entries from above
SMILES | CBFb-RUNX1 inh | SMN2 splice up | IMPase Li inh | Lamin A splicing
S=C(Nc1ccccc1)Nc1ccc2cn[nH]c2c1 | -11% | nt | nt | nt
CCCN1C(=O)C(NC(=O)c2ccncc2)(C(F)(F)F)C2=C1CC(C)(C)CC2=O (centres undefined) | 3% | 1% | -11%[38.3 µM] | 8%
COc1cccc(C=Nc2ccccc2C#N)c1O | 13% | ? | 0% | 13%

(further entries)
SMILES	CBFb-RUNX1 inh	SMN2 splice up	HTT cytoprotect	HttQ103 aggreg	KinaseGlo FLuc	IMPase Li inh	Lamin A splicing
CCCCc1ccc(NC(=O)COc2ccc(C(=O)Nc3ccccc3OC)cc2)cc1	-12%	-2%	26%[10 µM]	1%	4%	-6%	0%
Cc1cccc(-n2c3nc(=O)[nH]c(=O)c-3cc3c(C)nn(-c4ccccc4)c32)c1	-9%	15%	12%[10 µM]	?	-2%	-9%	-11%
CCN(CC)S(=O)(=O)c1ccc(/C(O)=C(\C#N)c2nc3ccccc3n2C)cc1	2%	-49%[inhibitor]	-27%[10 µM]	-33%	14%	5%[38.3 µM]	?
CCCCn1cnc2c(sc3nc4c(cc32)CSC(C)(C)C4)c1=O	15%	4µM*	-9%[10 µM]	2%	-2%	-28%	-1%
O=S(=O)(c1ccc(Br)cc1)c1cnc2ccccc2n1	-5%	12%	-146%[inhibitor]	?	-4%	4%	?
CC(C)[C@H]1CC[C@@H](C)C(C(=O)c2ccccc2)C1=O (some centres undefined)	0%	-5%	-18%[10 µM]	4%	0%	2%	?
O=C(Cn1cnc2c(nnn2Cc2ccccc2)c1=O)NCC1CCCO1 (centres undefined)	15%	-7%	14%[10 µM]	0%	4%	-4%[38.3 µM]	-4%
Cc1[nH]c2ccccc2c1/C=N/NC(=O)c1cc(-c2cccs2)[nH]n1	-7%	9%	9%[10 µM]	-23%	2%	2%	-19%
COc1ccc(CN(CCC(c2ccccc2)c2ccco2)C(=O)c2ccco2)cc1 (centres undefined)	-17%	-12%	?	7%	0%	12%	?
CCOC(=O)c1cc(-c2ccccc2)sc1NC(=O)C(C)N1C(=O)NC(C)(c2ccc(Cl)cc2)C1=O (centres undefined)	-5%	10%	?	-2%	-2%	-3%[38.3 µM]	8%
O=C(Nc1nnc(SCc2ccccc2)s1)c1cc2c(s1)CCCC2	0%	-35%[inhibitor]	-13%	14%	-4%	4%[38.3 µM]	-2%
Cc1ccc(-n2ncc3c(NNC(=O)c4ccco4)ncnc32)c(C)c1	2%	9%	-21%	2%	3%	-7%	nt
COc1cc(S(=O)(=O)NCc2ccccc2)ccc1F	0%	?	19%[0.074 µM]	-27%	4%	18%[38.3 µM]	-3%
CCN(CC)S(=O)(=O)c1ccc2c(c1)c(=O)c(C(=O)NCc1ccco1)cn2C	-4%	5%	-42%[inhibitor]	11%	-2%	6%	-7%[46 µM]
O=C(O)c1cc2n(n1)C(C(F)(F)F)CC(c1ccco1)N2 (centres undefined)	4%	-6%	12%	3%	2%	-1%[38.3 µM]	-4%
CCOC(=O)C1CCCN(c2c(Nc3ccc(OCC)cc3)c(=O)c2=O)C1 (centres undefined)	0%	19%	11%	4%	0%	-2%[38.3 µM]	-1%
Cc1cc(C)nc(NS(=O)(=O)c2ccc(NC(=O)c3ccc(S(=O)(=O)N4CCOCC4)cc3)cc2)n1	0%	3%	-7%	-17%	1%	-1%[38.3 µM]	4%
